PAD4 inhibitors: blockers of protein arginine deiminase 4 – biochemical, fluorescence polarization, primary screen (AID 463073). recombinant PAD4, RFA probe fluorescence polarization; hits give high values. 2,000 tested, 0.5% active. inhibition, % at 5 µM;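 active = inhibition above 30%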;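 also: 0% = PAD4 with DMSO and 100% = wells lacking PAD4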
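System: recombinant PAD4. Amount: PAD4 at 2 µM in dispensed buffer, before additions. Doses: single 5 µM final compound concentration. Timing: 30 min 25 °C preincubation, 5 h 37 °C labeling. Benchmarks: wells lacking PAD4 as full-inhibition control. Repeats: single well per compound. Measured by: FP, ex 525 nm, em 598 nm.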
* marks the source's active call; other numbers are inactive results; & = joins results of further samples. This is a subset, so the mix of outcomes need not match the whole.

SMILES | PAD4 inhibitors
Nc1ccc(N)c(C(=O)O)c1 | 15
O=Cc1ccc(N2CCCCC2)cc1 | 1.8
CSCCC(NC(=O)/C(=C/c1ccc2c(c1)OCO2)NC(=O)c1cccc([N+](=O)[O-])c1)C(=O)O (centres undefined) | -0.4
O=C(NCc1ccco1)/C(=C\C=C\c1ccccc1)NC(=O)c1ccccc1Br | 6.5
CCOC(=O)C1C2C=CC3(CN(c4ccc(Cl)c(F)c4)C(=O)C13)O2 (centres undefined) | 1.5
COc1cc2cc(C)nc(Cc3cccc4ccccc34)c2cc1OC | -1.0
Cc1ccc2c(c1)C1CN(C)CCC1N2S(=O)(=O)c1ccc(Oc2ccc([N+](=O)[O-])cc2)cc1 (centres undefined) | -2.7
O=C(/C=C/c1ccc(Cl)cc1)NCCc1ccccc1 | 3.8
COc1ccc(OC)c(S(=O)(=O)N2CCCc3ccccc32)c1 | 1.5
COc1cccc(NC(=O)C2CC(=O)OC23CCOC(C)(C)C3)c1 (centres undefined) | -8.6

Structures listed so far with a nitro group on carbon:
SMILES | PAD4 inhibitors
CSCCC(NC(=O)/C(=C/c1ccc2c(c1)OCO2)NC(=O)c1cccc([N+](=O)[O-])c1)C(=O)O (centres undefined) | -0.4
Cc1ccc2c(c1)C1CN(C)CCC1N2S(=O)(=O)c1ccc(Oc2ccc([N+](=O)[O-])cc2)cc1 (centres undefined) | -2.7

Continuation:
SMILES | PAD4 inhibitors
C#CCOc1ccc2c(C)cc(=O)oc2c1 | 1.1
CSc1ccc2c(c1)N(CCC1CCCCN1C)c1ccccc1S2 (centres undefined) | 5.3
CCc1cc2c(C)cc(=O)oc2cc1OC(=O)C1CCCN1C(=O)OC(C)(C)C (centres undefined) | 1.3
CNCCC=C1c2ccccc2CCc2ccccc21 | 3.9
Cn1nc(-c2ccccn2)nc2c(=O)n(C)c(=O)nc1-2 | 98*
CCNC(=O)c1c(N)sc2c1CCCCC2 | 7.7
OC[C@H]1O[C@@H](n2cnc3c(Nc4ccccc4)ncnc32)[C@H](O)[C@@H]1O | 3.5
O=C(C1CCCCC1)N1CC(=O)N2CCc3ccccc3C2C1 (centres undefined) | 3.3
COc1cc2c3c(c1)C(C)CC(C)(C)N3C(=O)C2=O (centres undefined) | 3.1
CC(C)CC(=O)NC(NC(=O)CC(C)C)c1cccc([N+](=O)[O-])c1 | -2.9
Cn1c(=O)[nH]c(=O)c2c1ncn2CCN1CCOCC1 | 1.9
CN(C)CCOC(c1ccccc1)c1ccccc1 (tested in a mixture with another compound) | 5.4
COc1c2occc2c(OC)c2c(=O)cc(C)oc12 | 0.7
CN(C)C(=O)C12CCC(C)(c3nc4ccccc4nc31)C2(C)C (centres undefined) | 3.6
O=C1N[C@@H](Cc2cnc[nH]2)C(=O)N2CCC[C@@H]12 | -0.4
COc1cc2cc(C(=O)O)n(C)c2c(OC)c1OC | 6.8
CCOC(=O)C1(CCCc2ccccc2)CCN(C2CCN(C(C)=O)CC2)CC1 | 0.9
CCOc1ccc2nc(NC(=O)NC3CCCCC3)sc2c1 | 3.6
c1ccc(-c2ccccn2)nc1 | 0.8
CC(C)Oc1ccc(C(CC(=O)O)c2ccc(F)cc2)cc1 (centres undefined) | -4.3
CCOC(=O)C1=C(C)N[C@@]2(O)c3ccccc3C(=O)[C@@]12O | 5.3
COc1cccc(/C=C/C(=O)c2c(O)cc(C)oc2=O)c1O | 1.5
CN(C)CCOCCOc1ccc(Cl)cc1Br | -3.7
CCC[C@@H]1C[C@@H](C(=O)N[C@H]([C@@H](C)O)[C@H]2O[C@H](SC)[C@H](O)[C@@H](O)C2O)N(C)C1 (some centres undefined) | 2.9
CC(=O)N(CCC1(C(C)C)CCOC(C)(C)C1)Cc1ccco1 (centres undefined) | 1.5
CC(=O)OCC(=O)[C@@]1(O)[C@H](C)C[C@H]2[C@@H]3CCC4=CC(=O)C=C[C@]4(C)[C@@]3(F)[C@@H](O)C[C@@]21C | 8.0
Cc1ccc(Cl)c(OCCCN(C)Cc2ccccc2)c1 | 4.4
COc1ccc(CN2CCC(=O)NC2=O)cc1 | 1.9
COc1ccc(CCN2CCC(Nc3nc4ccccc4n3Cc3ccc(F)cc3)CC2)cc1 | 5.5
CCOC(=O)c1cnc2ccccc2c1NCCO | 1.4

Structures shown so far with a Cl atom (four):
SMILES | PAD4 inhibitors
CCOC(=O)C1C2C=CC3(CN(c4ccc(Cl)c(F)c4)C(=O)C13)O2 (centres undefined) | 1.5
O=C(/C=C/c1ccc(Cl)cc1)NCCc1ccccc1 | 3.8
CN(C)CCOCCOc1ccc(Cl)cc1Br | -3.7
Cc1ccc(Cl)c(OCCCN(C)Cc2ccccc2)c1 | 4.4

Back to the main list with the 7 entries that preceded the break.
SMILES | PAD4 inhibitors
CCC[C@@H]1C[C@@H](C(=O)N[C@H]([C@@H](C)O)[C@H]2O[C@H](SC)[C@H](O)[C@@H](O)C2O)N(C)C1 (some centres undefined) | 2.9
CC(=O)N(CCC1(C(C)C)CCOC(C)(C)C1)Cc1ccco1 (centres undefined) | 1.5
CC(=O)OCC(=O)[C@@]1(O)[C@H](C)C[C@H]2[C@@H]3CCC4=CC(=O)C=C[C@]4(C)[C@@]3(F)[C@@H](O)C[C@@]21C | 8.0
Cc1ccc(Cl)c(OCCCN(C)Cc2ccccc2)c1 | 4.4
COc1ccc(CN2CCC(=O)NC2=O)cc1 | 1.9
COc1ccc(CCN2CCC(Nc3nc4ccccc4n3Cc3ccc(F)cc3)CC2)cc1 | 5.5
CCOC(=O)c1cnc2ccccc2c1NCCO | 1.4
CN1C(=O)NC(c2ccc(O)cc2)C2=C1CN(c1cccc3ccccc13)C2=O (centres undefined) | -4.6
Nc1nc(Cl)nc2c1ncn2[C@@H]1O[C@H](CO)[C@@H](O)[C@H]1O | 6.6
Cn1c(Oc2ccc3c(c2)OCO3)nc2c1c(=O)n(Cc1ccccc1)c(=O)n2C | 0.0
CCOC(=O)C1=C(C)NC(C)=C(C(=O)OC)C1c1cccc([N+](=O)[O-])c1 (centres undefined) | 2.7
O=C(OCC1CCCN2CCCCC12)c1ccc2c(c1)OCO2 (centres undefined) | 6.2
COc1ccc(OC)c(-n2c(Cn3c(-c4ccccn4)nc4ccccc43)n[nH]c2=S)c1 | 1.0
O=C(O)CCCCCCNC(=O)c1cncc(O)c1 | -0.6
C/C=C/c1ccc(OCCCCN2CC(C)CC(C)C2)c(OC)c1 (centres undefined) | -2.5
CC(=O)CSc1ncnc2c1cnn2-c1ccccc1 | 3.6
COc1ccc(/C=C2\CCn3c2nc2cc(C(=O)O)ccc2c3=O)cc1OC | 5.2

Some values from the entries so far:
`Nc1nc(Cl)nc2c1ncn2[C@@H]1O[C@H](CO)[C@@H](O)[C@H]1O` in PAD4 inhibitors shows 6.6
`COc1ccc(OC)c(-n2c(Cn3c(-c4ccccn4)nc4ccccc43)n[nH]c2=S)c1` in PAD4 inhibitors shows 1.0
`COc1ccc(/C=C2\CCn3c2nc2cc(C(=O)O)ccc2c3=O)cc1OC` in PAD4 inhibitors shows 5.2
`CCOC(=O)C1=C(C)NC(C)=C(C(=O)OC)C1c1cccc([N+](=O)[O-])c1` (centres undefined) in PAD4 inhibitors shows 2.7
`CC(=O)CSc1ncnc2c1cnn2-c1ccccc1` in PAD4 inhibitors shows 3.6
`C/C=C/c1ccc(OCCCCN2CC(C)CC(C)C2)c(OC)c1` (centres undefined) in PAD4 inhibitors shows -2.5
`O=C(OCC1CCCN2CCCCC12)c1ccc2c(c1)OCO2` (centres undefined) in PAD4 inhibitors shows 6.2

Later entries
SMILES | PAD4 inhibitors
NC(=O)C1CCCNC1 (centres undefined) | -0.4
C[C@]12CC[C@@H]3c4ccc(OS(=O)(=O)O)cc4CC[C@H]3[C@@H]1CCC2=O | 0.3
Cc1ccc2c(c1)c1c(n2C)C(=O)CCC1 | 2.0
COc1ccc(CNC(=O)c2c(O)c3cccc4c3n(c2=O)CCC4)cc1 | 4.6
O=C(O)C1Cc2ccccc2CN1S(=O)(=O)c1ccccc1 (centres undefined) | 0.4
COc1ccc(Cl)cc1C(=O)NCCc1ccc(S(=O)(=O)NC(=O)NC2CCCCC2)cc1 | -5.3
COc1ccc(/C=C\C(=O)c2c(O)ccc3c(C)cc(=O)oc23)cc1OC | -0.1
Nc1nnc(CSCc2ccc(Cl)cc2Cl)s1 | 3.8
CC(=O)OCC(=O)[C@H]1CC[C@H]2[C@@H]3CC=C4C[C@@H](O)CC[C@]4(C)[C@H]3CC[C@]12C | 6.5
NS(=O)(=O)c1cc(C2(O)NC(=O)c3ccccc32)ccc1Cl (centres undefined) | -1.0
O=C1OC(=O)C2C1[C@@H]1CC[C@H]2O1 (some centres undefined) | 1.9
N/C(=N/OS(=O)(=O)c1ccc([N+](=O)[O-])cc1)c1ccncc1 | 3.8
COc1c(O)ccc2c1CN1CCc3cc4c(cc3C1C2)OCO4 (centres undefined) | -1.4
Cc1cccc2c(C(=O)O)cc(-c3cccnc3)nc12 | 1.2
COC(=O)C1=C(C)NC(C)=C(C(=O)OC)C1c1ccccc1[N+](=O)[O-] | -4.2
CC(C)CC(=O)N(Cc1ccc(F)cc1)C1CCS(=O)(=O)C1 (centres undefined) | 1.4
O=C(Nc1cccc(Cl)c1)N1CCN2C(=O)c3ccccc3C12c1ccccc1 (centres undefined) | 6.4
CCn1cc(CN2N=C(C)CC2c2ccccc2)c(C)n1 (centres undefined) | -6.1
O=C1CCCCCN1Cc1ccccc1 | 3.9
Cc1nc(N)sc1C(=O)N/N=C/c1ccco1 | 4.8
CC(=O)NC(Cc1c[nH]c2ccccc12)C(=O)N/N=C/c1ccccc1 (centres undefined) | -7.0
Cc1nc(C)c(C)nc1C | 0.9
CN1CCc2cccc3c2[C@@H]1Cc1ccc(O)c(O)c1-3 | -2.2
C=CCc1cccc2cc(C(=O)Nc3ccc(CC(=O)O)cc3)c(=O)oc12 | -4.5
O=C(O)CCn1cnc2ccccc2c1=O | 2.7
CCOC(=O)C1=C2c3ccc4ccccc4c3CC(C)(C)N2C(=O)C1=O | 4.2
O=C(NC1CC1)C1CCN(C2CCN(C(=O)Cc3ccc(F)cc3)CC2)CC1 | 2.7
CN(C)CCCN1c2ccccc2CCc2ccc(Cl)cc21 | 1.7
CC(C)OC(=O)C(C)(C)Oc1ccc(C(=O)c2ccc(Cl)cc2)cc1 | 5.9
COc1cc(C=NCC2OCCc3ccccc32)cc(OC)c1 (centres undefined) | -0.7
COc1cc2c(cc1OC)C(c1cc3ccccc3oc1=O)=NC(C)(C)C2 | 3.4
CC(C)(C)c1csc(N/N=C/c2cccnc2)n1 | -0.3
COc1ccc(CCN(C)CCCC(C#N)(c2ccc(OC)c(OC)c2)C(C)C)cc1OC (centres undefined) | 2.3
COc1ccc(Cc2noc(CN(C)CCN3CCc4ccccc4C3)n2)cc1OC | 2.4
Cc1ccc2c(CN3CCN(Cc4ccc5c(c4)OCO5)CC3)cc(=O)oc2c1C | 5.6
N#Cc1cc2c([nH]c1=O)CCCC2 | -4.5
Nc1ccc2nc(Cc3ccccc3)[nH]c2c1 | 12
CCc1cc(-c2[nH]ncc2-c2ccc3c(c2)OCO3)c(O)cc1O | 6.6
CN(CCc1cnn(C)c1)Cc1nc(CC2CC2)no1 | 3.8
CC(C)(C)C(=O)NC(=S)NNC(=O)c1ccncc1 | -2.4
CC(=O)Nc1ccccc1O | 5.4
c1ccc2c3c(c(CN4CCCCC4)cc2c1)COC3 | -0.6
CC(=O)N1CC23C=CC(CC2CC12CCCCCC2)O3 (centres undefined) | 0.8
COc1cc(C2NCCc3c2[nH]c2ccccc32)ccc1OC(C)C (centres undefined) | 0.4
NNC(=O)c1ccncc1 | 7.6
COc1cc2c(cc1OC)CN(C(=O)c1ccc(S(=O)(=O)N(C)c3ccccc3)cc1)CC2 | 3.3
O=C(NC1CCCCC1)N1CCc2[nH]c3ccccc3c2C1 | -0.4
C/C=C/Cn1c(SC)nc2c1c(=O)[nH]c(=O)n2C | 5.5
COc1cc2nc(N3CCN(C(=O)C4CCCO4)CC3)nc(N)c2cc1OC (centres undefined) | 3.8&-1.3
O=C(O)CCSc1nc2ccccc2s1 | -4.7

Next records.
SMILES | PAD4 inhibitors
COc1cccc(OC2OC3COC(C)(C)OC3C(O)C2NC(C)=O)c1 (centres undefined) | -1.6
CC(=O)Oc1ccc(C(c2ccc(OC(C)=O)cc2)c2ccccn2)cc1 | -2.1
CC(=O)Oc1ccc(C(=O)O)cc1OC(C)=O | -3.3
O=c1c2ccccc2nnn1Cc1cccc2ccccc12 | 1.2
COc1ccc(CCCC(=O)O)c(C)c1 | 1.6
CCCNC(=O)NS(=O)(=O)c1ccc(Cl)cc1 | -6.3
COc1ccc2oc(=O)c(C(=O)Nc3ccccc3-c3ccccc3)cc2c1 | 2.5
Cn1c(=O)c2[nH]cnc2n(C)c1=O | 1.7
COC1=CC(=O)CC(C)C12Oc1c(Cl)c(OC)cc(OC)c1C2=O (centres undefined) | 3.7
CCNCCC(CCC(C)C)c1ccc2c(c1)OCO2 (centres undefined) | 2.1
O=C(NCCCCCc1nc2ccccc2[nH]1)c1ccccc1Cl | 0.2
O=C(CS(=O)(=O)Cc1ccccc1)NCc1ccc2c(c1)OCO2 | 2.2
